Bioassay records as filed in PubChem BioAssay.
CAL PDZ FP-1 – untagged CAL PDZ binding inhibitors, primary screen, biochemical, fluorescence polarization, HTS. Golgi-associated PDZ and coiled-coil motif-containing protein (Homo sapiens), Q9HD26. 0.92% of 300,000 active. AID 602252, 2012. inhibition, % at 24.9 µM. purified CAL PDZ, TMR-peptide fluorescence polarization, 1 h;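 active = mean inhibition of at least 30% with at least half of replicates also reaching 30%; inconclusive = no clear call, values can overlap the other calls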;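 note: 0% = DMSO neutral control and 100% = excess unlabeled competitor peptide PRC23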
E coli growth – E. coli V3065 growth inhibition, primary screen, counter-screen for AddAB inhibitor project, absorbance, OD600. 18 h. inhibition, % at 11.9 µM. 0.27% of 330,000 active;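 active = inhibition above the campaign's mean inhibition across all tested compounds plus 3 SD, cut at about 9.9% in these data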;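 note: uninfected addAB+ strain grown without phage in ampicillin broth; 0% = DMSO wells and 100% = ciprofloxacin 0.95 µg/ml wells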
AddAB inh – growth inhibition of E. coli expressing H. pylori AddAB, primary screen, AddAB inhibitor project, absorbance. inhibition, % at 11.9 µM. 0.29% of 330,000 active; in the data active = inhibition above about 12%;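 note: 0% = vehicle wells of infected cells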
Wnt act – Wnt/beta-catenin pathway activators, primary screen, cell-based, plate reader, single point | 1.2% of 300,000 active | activation, % at 9.35 µM | Wnt/beta-catenin reporter cell assay, activator | AID 743398, 2014; in the data active = activation above about 30%, passing the limit was not always enough; inconclusive = no clear call, values can overlap the other calls;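 note: 0% = neutral control wells and 100% = positive control wells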
phage Ecoli inh – growth loss of phage-infected E. coli, primary screen, RecBCD inhibitor project, absorbance, with phage, HTS; AID 651602, 2012; 0.26% of 360,000 active; inhibition, % at 11.9 µM; in the data active = inhibition above about 11%
CAL PDZ FP-2 – CAL PDZ peptide-binding inhibitors, primary screen, biochemical, fluorescence polarization, Cer-tagged CAL PDZ, HTS | Golgi-associated PDZ and coiled-coil motif-containing protein (Homo sapiens), Q9HD26 | purified CAL PDZ, TMR-peptide fluorescence polarization, 1 h | inhibition, % at 20 µM | 0.02% of 330,000 active | AID 504414, 2011;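 active = highest replicate inhibition of at least 40%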;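 note: plate controls were DMSO neutral control wells for no effect and unlabeled competitor peptide control wells for full effect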
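Control set: unlabelled peptide and DMSO controls / Material: purified CerCALP PDZ construct / Timing: 1 h incubation at room temperature before polarization reading / Doses: 20 µM, one dose / Detection: fluorescence polarization (mP)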
MITF act – activators of MITF-driven TRPM1 promoter reporter, primary screen, cell-based, SK-MEL-5, luciferase, single point | activation, % at 12.5 µM | 0.75% of 300,000 active | SK-MEL-5 TRPM1-promoter luciferase, 24 h; % of positive control, neutral wells = 0;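 active = mean activation of at least 80% with every replicate also reaching 80%; inconclusive = mean reaches 80% but some replicate falls short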;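 note: 0% = neutral control wells and 100% = parthenolide positive control wells; values of inactives mirror those of a sister screen read the other way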
SR-BI DiI-HDL act – activators of SR-BI mediated DiI-HDL uptake, primary screen, ldlA[mSR-BI] CHO cells, DiI fluorescence; 3 h; 100 = double the neutral-control signal; activation, % at 12.5 µM; 0.096% of 320,000 active;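 active = mean replicate activation of at least 60% and every replicate at or above 60%; inconclusive = mean or all-replicate condition met, but not both; inactive = mean below 60% and not all replicates reaching 60%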;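 note: 0% = median plate neutral-control signal and 100% = twice that signal; values of inactives mirror those of a sister screen read the other way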
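Material: SR-BI-overexpressing, LDLR-lacking CHO cells | Dosing: Single compound concentration, delivered by pin transfer | Probe or stimulus: Labelled HDL, 10 µg/mL | Signal: Bottom-read cell fluorescence after medium removal, ex 550/em 595 nm | Schedule: 3 h, 37 °C | Evaluation: HDL uptake via cellular fluorescence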
Tat transport – E. coli Tat export inhibitors, primary screen, MC4100, TorA-mCherry reporter, fluorescence, single point; AID 488895, 2010; 0.036% of 340,000 active; inhibition, % at 10 µM;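 active = mean replicate inhibition at least 50% and at least half of replicates individually reaching 50%; inconclusive = only one of the two criteria met; inactive = neither criterion met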;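 note: exported cargo escapes ClpAP degradation while cytoplasmic cargo is degraded and loses fluorescence; 0% = median of neutral control wells and 100% = median of NaSCN control wells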
SR-BI DiI inh – inhibitors of SR-BI mediated HDL lipid uptake, primary screen, ldlA[mSR-BI] cells, fluorescence, single point; inhibition, % at 12.5 µM; AID 488896, 2010; 0.96% of 320,000 active; Scavenger receptor class B member 1 (Mus musculus), Q61009; ldlA[mSR-BI] CHO cells, DiI-HDL uptake fluorescence, 3 h;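 active = mean replicate inhibition of at least 70% and a set share of replicates each scoring 70 or more; inconclusive = meets just one of the two criteria; inactive = fails both criteria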;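 note: 0% = median of neutral control wells and 100% = median of positive control wells; values of inactives mirror those of a sister screen read the other way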
Target sequence (Q61009 whole entry, looked up): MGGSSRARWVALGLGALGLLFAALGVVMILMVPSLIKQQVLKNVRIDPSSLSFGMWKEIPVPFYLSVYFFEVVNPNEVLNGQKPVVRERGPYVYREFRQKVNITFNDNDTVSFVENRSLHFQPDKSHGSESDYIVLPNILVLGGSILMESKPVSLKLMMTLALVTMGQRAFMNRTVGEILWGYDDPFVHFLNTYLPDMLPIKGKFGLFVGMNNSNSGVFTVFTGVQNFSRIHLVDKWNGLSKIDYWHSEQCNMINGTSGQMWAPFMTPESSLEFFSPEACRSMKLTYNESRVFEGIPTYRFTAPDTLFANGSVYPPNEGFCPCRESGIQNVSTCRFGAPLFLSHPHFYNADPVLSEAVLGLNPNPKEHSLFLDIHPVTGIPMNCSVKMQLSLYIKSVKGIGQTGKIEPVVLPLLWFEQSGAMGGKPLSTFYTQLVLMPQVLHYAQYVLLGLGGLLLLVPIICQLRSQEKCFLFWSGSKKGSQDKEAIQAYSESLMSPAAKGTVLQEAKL
Numbers without * were called inactive; ? = inconclusive; . = no result given; & = joins results of further samples.

SMILES	CAL PDZ FP-1	E coli growth	AddAB inh	Wnt act	phage Ecoli inh	CAL PDZ FP-2	MITF act	SR-BI DiI-HDL act	Tat transport	SR-BI DiI inh
Cc1ccc(NC(=O)CN(C)C(=O)c2cccc(S(=O)(=O)NCc3ccco3)c2)cc1	-4	-2.1	-0.1	1	-0.1	-0.3	-8	8	6	-8
CCOC(=O)Cc1csc(NC(=S)NC(=O)C(C)(C)C)n1	-1	-0.3	1.2	2	3.1	0.1	12	9	2	-9
CCOC(=O)c1ccc(N(CC(=O)NC2CCCCC2)C(=O)CNC(=O)c2ccco2)cc1	-10	-0.2	4.3	3	2.1	-0.9	2	19	3	-19
O=C(Cc1ccsc1)NCC(c1ccco1)N1CCCCC1 (centres undefined)	4	0.7	3.4	0	1.3	-1.7	.	28	0	-28
Cc1ccc(CS(=O)Cc2ccc(C(=O)NCc3ccccc3Cl)o2)cc1 (centres undefined)	.	-0.3	-0.9	0	-0.2	-0.2	-3	-14	-2	14
Cn1c(=O)[nH]c(=O)c2c1nc(N1CCCCCC1)n2Cc1cccc2ccccc12	-33	-0.3	-2.4	.	-1.2	-0.2	-7	0	-1	0
Cc1cccc(Cn2ccc(N)n2)c1	4	-1.3	1.9	-2	-0.9	-0.2	-1	33	4	-33
CCc1cc(C(=O)N(Cc2ccccc2)c2c(N)n(CCOC)c(=O)[nH]c2=O)sc1C	0	-1.2	0.2	1	2.2	-2.3	10	22	-1	-22
COc1ccc(S(=O)(=O)Nc2cccc3c2O[C@H](CN(C)S(=O)(=O)c2ccccc2)[C@@H](C)CN([C@H](C)CO)C3=O)cc1	-4	1.2	0.6	4	1.3	-1.5	-5	18	7	-18
CCOC(=O)N1CCN(C(=O)c2ccc3c(=O)n(Cc4ccccc4)c(=S)[nH]c3c2)CC1	0	-0.9	0.9	-1	3.7	-3.1	-3	12	0	-12
CCOc1ccc(Br)cc1S(=O)(=O)Nc1ccc(C(=O)OCC(=O)Nc2ccc(C#N)cc2)cc1	-4	0.8	-0.2	-1	-3.4	-1.0	-2	.	-24	.
Fc1ccc(-c2[nH]ncc2-c2nnnn2-c2ccccc2)c(F)c1	2	-0.4	-1.1	-1	1.5	-2.3	7	15	2	-15
CC(=O)c1cccc(S(=O)(=O)Nc2cccc(S(=O)(=O)NC3=NCCC3)c2)c1	-1	1.4	1.3	-1	4.4	-4.3	-1	9	-10	-9
CCN1CCN(C(=S)Nc2cccc([N+](=O)[O-])c2)CC1	2	-2.2	-0.3	-2	2.8	-0.3	5	-14	-4	14
O=C(c1cc2cc(F)ccc2[nH]1)N1CCN(c2ccc(F)cc2)CC1	1	-0.6	0.5	-1	0.7	-1.1	-16	.	-3	.
CCc1nnc(SCC(=O)Nc2ccc3ccccc3c2)n1N	.	2.2	1.7	6	4.7	-1.4	3	0	-8	0
O=C(COc1ncnc2ccccc12)NCCc1ccccc1	-4	-1.2	-0.3	-1	2.7	-1.2	10	23	5	-23
CCOc1ccc(C2=CS/C(=C(\C#N)c3nnc4n3CCCCC4)N2CC)cc1	-2	0.0	1.3	.	1.5	0.4	-27	-22	2	22
O=C(c1cc(C2CC2)nn1-c1ccccc1)N1CCN(S(=O)(=O)c2ccccc2)CC1	-2	.	.	0	1.3	-2.0	-12	5	-10	-5
Cc1ccccc1NC(=O)COC(=O)c1cc(S(=O)(=O)N2CCOCC2)ccc1C	-3	-0.3	2.6	4	0.5	0.2	-11	-39	1	39
COc1cc(/C=C/CO)ccc1O[C@@H]1O[C@H](CO)[C@@H](O)[C@H](O)[C@H]1O	3	0.5	3.2	-1	0.8	0.9	.	21	-2	-21
CC(Oc1ccc(C(C)(C)C)cc1)c1ccnc2nc(/N=C/N(C)C)nn12 (centres undefined)	.	-1.1	0.8	.	1.1	1.8	0	-63	-1	63
Nc1cc(=O)[nH]c(SCC(=O)NNC(=O)Cc2ccccc2)n1	-4	-2.8	1.4	-2	4.1	-1.1	0	-4	-3	4
Cc1ccc(OCC(=O)c2c[nH]c3ccccc23)c([N+](=O)[O-])n1	.	20*	23*	4	7.1	-1.7	8	-11	7	11
CCN=C1SC(C(=O)Nc2ccccc2)CC(=O)N1CC (centres undefined)	-1	-1.6	2.1	.	2.3	0.0	-8	-12	-6	12
CC1(C)Cc2c(sc(/N=C/N3CCCCC3)c2C#N)C(C)(C)N1	-5	0.9	1.1	.	1.6	-0.2	13	-3	3	3
Cc1noc(C)c1C(=O)OC(C)C(=O)Nc1ccc(C(N)=O)cc1 (centres undefined)	-3	-0.5	1.2	-3	0.7	-0.2	-5	6	-3	-6
Cc1ccc(NS(=O)(=O)c2ccc3c(c2)CCC(=O)N3)cc1C	0	0.0	-2.6	-1&-1	2.9&2.6	0.6	-7	-10	-8	10
COc1ccc(CCNC(=O)CSc2nc(C)cs2)cc1	0	-0.4	3.5	-2	3.6	-2.1	10	-17	-1	17
COc1cc(/C=N/NC(=O)c2ccc(CN3C(=O)c4cccc5cccc3c45)cc2)cc(OC)c1O	50*	-3.6	-0.8	8	1.9	6.1	8	-68	-7	68
COc1cccc(OCc2cc(/C=N/n3cncn3)ccc2OC)c1	.	-0.6	2.5	-4	3.8	-1.0	.	-10	-2	10
Cc1noc(C)c1CSCC(=O)N(C)CC(=O)Nc1ccc(Cl)cc1	.	1.9	-0.2	-4	-1.3	0.1	-3	.	1	54
c1ccc(COc2ccc(OCCCCN3CCCCC3)cc2)cc1	1	-2.4	0.6	22	0.3	-2.0	61	9	9	-9
COc1ccc(NC(=O)CSc2nnc(CNC(=O)COc3ccc(Cl)cc3)o2)cc1	0	-0.5	-2.0	-8	4.0	-1.2	-8	-8	16	8
O=C(COc1cccc2c1CCN(Cc1ccccc1)C2=O)NCc1ccco1	-2	1.0	5.6	-2	1.8	-1.0	1	11	1	-11
COc1ccc(CCN2C(=O)C3C4CC(C5C(C(N)=O)=NOC45)C3C2=O)cc1OC (centres undefined)	-4	-1.2	2.7	.	0.1	-0.6	-5	48	-1	-48
O=C(/C=C/c1ccccc1[N+](=O)[O-])NCCN1C(=O)S/C(=C\c2ccc(F)cc2)C1=O	2	1.1	-0.2	17	-0.8	0.1	14	.	-12	.
CCOC(=O)NNS(=O)(=O)c1cc(Br)ccc1Br	8	-0.8	4.6	8	4.0	-0.4	-3	-3	3	3
NC(=S)Nc1ccc(S(=O)(=O)c2ccc(NC(N)=S)cc2)cc1	-3	0.3	0.2	-1	1.8	-2.6	4	26	0	-26
Cc1ccc(N(CCC#N)C(=O)CSc2nnc3ccccn23)cc1	-2	-0.9	0.7	-3	2.6	-1.9	-2	12	0	-12
CCc1ccc(NC(=O)COC(=O)/C=C/c2ccco2)cc1	-3	-2.4	1.6	-2	0.2	0.2	0	18	-4	-18
c1ccc(CNc2cncnc2)cc1	-2	-1.5	2.9	-1	-0.8	-0.3	.	15	1	-15
Clc1ccc2[nH]cc(-c3nnnn3-c3ccc4ccccc4c3)c2c1	1	-0.6	1.4	-10	0.9	-4.0	.	-35	1	35
CCOC(=O)c1oc2nc3c(cc2c1N)CCCC3	.	1.5	1.1	37*	0.8	.	.	.	.	.
CCOc1ccc(N(C(=O)Cn2nnc3ccccc32)C(C(=O)NC(C)(C)CC)c2cccn2C)cc1 (centres undefined)	-2	0.3	-0.8	.	2.6	-1.4	1	2	-2	-2
Cc1nn(Cc2ccccc2)c(Cl)c1/C=C1\NC(=S)NC1=O	-3	1.4	-2.4	6	2.8	-2.0	0	31	3	-31
CN(C)CCn1c2c(c(SCC(=O)Nc3ccc4c(c3)OCCO4)nc1=O)CCC2	.	-0.5	0.7	-5	0.5	-0.8	2	8	5	-8
C[C@H]1CN([C@@H](C)CO)C(=O)c2cccc(NS(=O)(=O)c3ccc(F)cc3)c2O[C@H]1CN(C)Cc1ccc(Cl)c(Cl)c1	0	2.6	3.7	-2	1.9	0.1	2	3	?	-9
C=CCSc1nnc(N2C(=O)C(O)=C(C(=O)c3ccco3)C2c2ccccc2F)s1 (centres undefined)	-9	-0.8	1.7	4	0.8	-5.1	-8	-3	-6	3
CSc1ccccc1NC(=O)CCc1ccccc1	2	0.0	1.8	-2	0.9	-3.4	-1	12	8	-12

The listing continues:
SMILES	CAL PDZ FP-1	E coli growth	AddAB inh	Wnt act	phage Ecoli inh	CAL PDZ FP-2	MITF act	SR-BI DiI-HDL act	Tat transport	SR-BI DiI inh
COc1ccc(OC)c(C(=O)c2ccc(C(=O)c3cc(OC)ccc3OC)cc2)c1	-2	-0.9	-1.5	-7	0.5	-0.7	6	-60	-6	60
CCN(C(=O)CSc1nc(C)cc(=O)[nH]1)C1CCCCC1	-1	0.4	2.2	-10	0.7	-0.7	0	-30	-8	30
O=C(CSc1ccc(-c2cccnc2)nn1)Nc1ccc(F)c(F)c1	-1	-1.2	2.0	2	1.2	-0.3	9	-1	5	1
CC(C)Oc1cccc(C(=O)NC(=S)Nc2ccccc2N2CCOCC2)c1	0	-0.6	0.1	-2	1.7	-0.5	6	.	-9	42
CCc1cc2c(SCC(=O)Nc3ccc(Cl)cn3)ncnc2s1	-3	.	.	-2	1.1	-1.9	-1	8	13	-8
Nc1nonc1-n1nnc(C(=O)N/N=C/c2ccc3c(c2)OCO3)c1CSc1ccccc1	-6	2.1	1.9	0	-2.5	0.8	2	8	3	-8
O=CN1CCN(C=O)C(O)C1O (centres undefined)	.	.	.	-2	1.9	-0.2	-7	13	5	-13
CCOC(=O)c1cnc(Nc2nc3ccccc3o2)nc1C	.	-0.6	-1.9	15	-1.7	-2.6	-59	-8	-6	8
C/C(=N/N1CCN(c2ccccn2)CC1)c1ccc([N+](=O)[O-])cc1	-6	1.3	4.5	0	1.4	23	.	15	-3	-15
Cc1noc(C(F)(F)F)c1C(=O)NNC(=O)c1ccccc1	-14	2.8	1.1	0	1.3	0.5	3	22	-4	-22
O=c1nc(-c2ccccc2)c2cc(Cl)ccc2[nH]1	-2	-1.3	0.0	.	1.4	-2.7	-5	-5	0	5
O=C(NCc1ccc2c(c1)OCO2)c1cccc(C(=O)NCc2ccc3c(c2)OCO3)c1	-4	0.6	1.4	.	3.6	-0.4	-10	-2	-10	2
